TNF death inh – inhibitors of TNF-alpha triggered necroptosis, primary screen, cell-based, Jurkat FADD-/-, single concentration; Jurkat FADD-/- TNF necroptosis rescue, ATP luminescence, 24 h; 0 = TNF only, 100 = no-TNF cells; activation (protection from cell death), % at 10 µM; 220,000 tested, 0.068% active; AID 463075, 2010;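 active means activation, meaning protection from cell death, of at least 50% relative to plate controls; inactive means activation below 50%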;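 further: necroptosis triggered by 40 ng/mL TNF-alpha added together with compound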
FXIIa inh – human FXIIa protease inhibitors, primary screen, biochemical, 1536-well. AID 800, 2007. inhibition, % at 5 µM. 220,000 tested, 0.3% active. purified FXIIa, Boc-QGR-AMC fluorogenic substrate, 2 h; in the data active means inhibition above about 40%;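 further: 0% = enzyme with no compound and 100% = blank without enzyme; many of its hits are not listed in these tables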
FXIa inh – human FXIa protease inhibitors, primary screen, biochemical, 1536-well; inhibition, % at 5 µM; purified FXIa, Boc-Glu-Ala-Arg-AMC fluorogenic substrate; 220,000 tested, 0.14% active; Coagulation factor XI (Homo sapiens), P03951; AID 798, 2007;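 active means inhibition of at least 40%; inactive means inhibition below 40%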;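 further: fluorescence of freed AMC excited at 355 nm; 0% = enzyme without compound and 100% = no enzyme blank; many of its hits are not listed in these tables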
PPC-1+TRAIL kill – compounds killing PPC-1 cancer cells with TRAIL present, primary screen, TRAIL potentiator project, ATPLite luminescence, uHTS | PPC-1 cells + TRAIL, ATPLite viability luminescence | 220,000 tested, 0.41% active | AID 1443, 2008 | cell killing (% activity), % at 4 µM;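 active means cell killing above 50% in the first pass at 4 µM, then a duplicate retest at 5 µM averaging 50% or more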;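 further: plate controls were cells with TRAIL plus DMSO for no effect and medium-only wells lacking cells for full effect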
CHOP inh – inhibitors of CHOP promoter induction, primary screen, cell-based, unfolded protein response, luciferase reporter; AID 2732, 2010; 220,000 tested, 3.8% active; inhibition, % at 10 µM; CHO-K1 CHOP-promoter luciferase, tunicamycin-induced, 15-18 h;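 active means compounds that reduced the stress-induced luciferase reporter signal by more than about 70% of percent inhibition, limit read from the data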;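 further: 0% = tunicamycin plus vehicle and 100% = wells without tunicamycin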
Tb hexokinase – Trypanosoma brucei hexokinase 1 inhibitors, primary screen, biochemical, G6PDH-coupled NADH absorbance, MLSCN library; recombinant TbHK1, G6PDH-coupled NADH A340; 220,000 tested, 0.11% active; AID 1430, 2008; inhibition, % at 10 µM;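 active means inhibition of 50% or more in the single-dose primary screen; inactive means inhibition below 50%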
zVAD death inh – inhibitors of zVAD-triggered necroptosis, primary screen, L929 cells. L929 zVAD necroptosis rescue, ATP luminescence, 24 h; with zVAD 60 µM. viability rescue, % at 10 µM. 220,000 tested, 0.38% active. AID 1377, 2008;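 active means activation, scaled between plate controls, above about 75%, limit read from the data; inactive means activation under that limit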;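 further: 0% = zVAD with DMSO and 100% = DMSO alone without zVAD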
PGE2 EP2 inh – human EP2 receptor antagonists, primary screen, TR-FRET cAMP, C6 glioma cells; AID 1422, 2008; inhibition, % at 25 µM; 260,000 tested, 0.52% active; C6 glioma cells expressing human EP2; cells stimulated with saturating PGE2;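 active means percent inhibition above 40 after rounding to a whole number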;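 further: rat C6 glioma host cells with rolipram phosphodiesterase inhibitor present; the protocol text gives 20 µM as final concentration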
Target sequence (P43116 whole entry, looked up): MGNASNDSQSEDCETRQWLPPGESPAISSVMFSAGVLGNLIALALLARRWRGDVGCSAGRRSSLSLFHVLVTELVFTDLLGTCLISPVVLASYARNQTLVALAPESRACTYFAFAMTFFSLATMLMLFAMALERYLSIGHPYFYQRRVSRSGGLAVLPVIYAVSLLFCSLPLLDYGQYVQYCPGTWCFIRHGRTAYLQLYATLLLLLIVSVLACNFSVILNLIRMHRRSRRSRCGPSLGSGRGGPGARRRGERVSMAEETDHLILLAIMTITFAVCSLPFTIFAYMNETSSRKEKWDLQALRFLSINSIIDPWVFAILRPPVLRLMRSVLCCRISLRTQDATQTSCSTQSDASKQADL
Wee1 stabilizer – Wee1 degradation inhibitors, primary screen, cell-based, HeLa, Wee1K328M-luciferase, luminescence | 220,000 tested, 1.2% active | reporter increase, % at 5 µM | HeLa Luc-Wee1K328M stability; 100% = proteasome inhibitor MG132 effect | Wee1-like protein kinase (Homo sapiens), P30291;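 active means activation above the mean of all tested compounds plus 3 SD, set per screening run, cut at about 8.8% in these data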;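 further: cells exposed to compound for 20 h before luminescence read; 0% = DMSO alone and 100% = MG132 at 30 µM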
Target sequence (P30291 whole entry K328M): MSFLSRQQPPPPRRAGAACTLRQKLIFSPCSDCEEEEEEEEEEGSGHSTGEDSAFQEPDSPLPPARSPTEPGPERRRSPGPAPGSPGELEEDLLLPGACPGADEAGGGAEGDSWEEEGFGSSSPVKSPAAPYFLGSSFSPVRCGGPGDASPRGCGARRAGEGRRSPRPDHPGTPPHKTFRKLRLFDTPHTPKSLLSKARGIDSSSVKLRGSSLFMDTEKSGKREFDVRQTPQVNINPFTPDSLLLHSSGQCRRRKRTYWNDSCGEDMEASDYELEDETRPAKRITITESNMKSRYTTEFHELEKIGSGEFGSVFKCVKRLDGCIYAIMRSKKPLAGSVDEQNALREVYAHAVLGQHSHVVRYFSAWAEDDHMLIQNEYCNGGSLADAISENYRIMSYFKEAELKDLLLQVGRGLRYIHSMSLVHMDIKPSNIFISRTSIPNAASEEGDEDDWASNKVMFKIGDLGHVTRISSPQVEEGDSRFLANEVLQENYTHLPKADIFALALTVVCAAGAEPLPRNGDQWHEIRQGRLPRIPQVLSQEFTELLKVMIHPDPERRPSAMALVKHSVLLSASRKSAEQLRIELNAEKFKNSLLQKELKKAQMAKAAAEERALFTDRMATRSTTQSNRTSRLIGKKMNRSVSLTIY
An asterisk follows results filed as active; nt = not tested or not shown. This is a subset (hit frequency here may not be typical).

SMILES	TNF death inh	FXIIa inh	FXIa inh	PPC-1+TRAIL kill	CHOP inh	Tb hexokinase	zVAD death inh	PGE2 EP2 inh	Wee1 stabilizer
CC(=O)c1ccc(C(=O)Nc2ccc(N3CCOCC3)cc2)cc1	-0.2	32	20	12	-24	-6	6.7	11	1
CNC(=O)c1ccc(-c2ccc(OC)cc2)s1	-1.3	-5	7	36	-1	-35	0.3	9	3
CS(=O)(=O)c1ccc(C(=O)NC2CCOC2=O)cc1 (stereo not given)	0.0	16	10	-1	-8	-5	0.1	4	-1
Cc1nnc(NC(=O)CSc2nnc(Cc3cccn3C)n2-c2ccccc2)s1	-0.6	-2	-6	44	-12	-4	-0.2	9	-2
Nc1ccc2c3c(cccc13)CC2	-7.8	11	-7	13	32	-14	1.6	7	1
O=C1CC(C2CCCO2)C(=O)N1c1ccc(Cl)c(Cl)c1 (stereo not given)	3.4	10	-1	11	-1	3	-0.1	9	6
CC(C)COC(=O)N1CCCC1C(=O)O (stereo not given)	0.4	-3	-12	16	19	-6	-0.4	6	-2
CCOC(=O)CSc1n[nH]c(NC(=O)CC)n1	1.1	5	-3	20	11	7	1.2	5	10*
Cc1nn(CC2CC2)c(=O)n1-c1ccc(Oc2ccccc2)cc1	0.1	-1	-4	-3	40	3	1.6	11	-1
CC1(C)Cc2ccccc2-c2nnnn21	0.0	11	2	14	8	-6	1.6	-4	-1
CCCS(=O)c1nc(C)cc(C)c1S(C)(=O)=O (stereo not given)	0.6	7	-5	2	12	-3	0.8	8	1
NC(=O)C1(N2CCCCC2)CCN(Cc2nc3ccccc3c(=O)[nH]2)CC1	-0.5	-1	-10	20	-8	0	0.4	0	-2
CC(Oc1ncnc2ccccc12)C(=O)Nc1cccc(S(=O)(=O)N2CCOCC2)c1 (stereo not given)	3.3	16	11	19	-4	30	2.0	7	2
CCOc1cccc(C2c3c(oc4cc(C)c(C)cc4c3=O)C(=O)N2CCCN(C)C)c1 (stereo not given)	0.8	15	6	24	1	-9	1.1	10	-1
Cc1cc([N+](=O)[O-])nn1CCCC(=O)Nc1sc2c(c1C(N)=O)CCCC2	2.4	4	-2	3	28	-7	nt	4	0
O=C(c1cnc(Cl)c(Cl)c1)N1CCC(Cc2ccccc2)CC1	1.0	13	15	2	37	10	0.5	9	-2
COCc1cc(C)nc(OCC(=O)N/N=C/c2ccc(C)o2)c1C#N	-0.1	8	-3	15	17	-36	1.8	7	1
Fc1ccc(NC(=S)NCCc2ccccn2)cc1	-1.0	2	-1	25	3	-1	0.0	15	1
COc1ccccc1CN1CCN(S(=O)(=O)c2ccccc2)CC1	3.2	-1	-3	16	-3	2	-0.7	7	-1
C/C(=N\NC(N)=O)C1CC(CC(C)C)C(=O)O1 (stereo not given)	-0.1	8	5	14	-16	9	-1.5	2	-2
CC(C)c1ccc(NC(=O)C2CCCN(S(=O)(=O)c3cnc[nH]3)C2)cc1 (stereo not given)	2.1	-1	-2	-20	9	1	4.5	10	0
CN(CCNC(=O)C1CC(=O)N(c2ccc(F)c(Cl)c2)C1)Cc1ccccc1 (stereo not given)	-2.1	1	1	24	8	-2	-0.1	6	-4
CC(C)C(=O)Nc1cccc(-c2nc3ccccc3o2)c1	-0.1	3	-2	-3	18	2	0.0	20	0
O=C(Nc1ccc(Br)cc1)c1cccc(S(=O)(=O)Nc2cnc3ccccc3c2)c1	-1.9	15	7	2	44	-8	0.5	13	-3
O=C(Nc1ccc2c(c1)ncn2C1CCCCC1)c1ccco1	0.8	11	-2	18	21	-7	82*	4	1
CN(Cc1ccon1)Cc1cn(C)nc1-c1ccc(Oc2ccccc2)cc1	-0.9	7	-2	8	23	-18	0.8	5	3
O=C(Nc1ccc2c(c1)OCO2)C1CCCN1C(=O)NCc1ccccc1 (stereo not given)	-2.2	9	-3	-9	-47	-2	-0.2	7	4
CC(NS(=O)(=O)c1ccc(Br)cc1)C(=O)NCCc1ccccc1 (stereo not given)	0.2	8	17	7	8	-5	0.9	9	6
CC(=O)OCCOCn1cnn2c(=O)c(Br)c(C)nc12	0.3	9	2	14	8	-1	0.3	5	5
CC(C)(C)c1ccc(NC(=O)c2ccsc2)cc1	-0.5	8	5	37	-7	-8	34	10	7
O=C(NCCc1ccccc1)C1CCN(S(=O)(=O)N2CCCC2)CC1	0.9	15	2	4	-2	1	1.1	5	-4
Cc1cc(=O)n2c3ccccc3n(CC(O)CN3CCOCC3)c2c1C#N (stereo not given)	-0.5	4	-1	8	9	-26	0.6	9	-1
Cc1cccc(NC(=S)NC2CC3C=CC2C3)c1 (stereo not given)	-11	5	-1	9	-24	-7	-0.9	3	3
COc1ccccc1N1CC(C)(C)C(=O)N(C(=O)c2ccc(C)cc2)C1=S	-3.8	5	-2	5	-82	-3	0.0	1	1
CC(=O)c1cccc(NC(=S)NC(=O)c2cccc(Cl)c2)c1	1.7	8	2	-7	16	20	0.1	10	6
O=C(NC(CO)c1ccccc1)c1ccco1 (stereo not given)	0.4	4	-15	-6	24	-8	0.1	4	0

A draw from above in order of count of non-hydrogen atoms, descending:
SMILES	TNF death inh	FXIIa inh	FXIa inh	PPC-1+TRAIL kill	CHOP inh	Tb hexokinase	zVAD death inh	PGE2 EP2 inh	Wee1 stabilizer
CN(Cc1ccon1)Cc1cn(C)nc1-c1ccc(Oc2ccccc2)cc1	-0.9	7	-2	8	23	-18	0.8	5	3
Cc1cc(=O)n2c3ccccc3n(CC(O)CN3CCOCC3)c2c1C#N (stereo not given)	-0.5	4	-1	8	9	-26	0.6	9	-1
O=C(NCCc1ccccc1)C1CCN(S(=O)(=O)N2CCCC2)CC1	0.9	15	2	4	-2	1	1.1	5	-4

More structures.
SMILES	TNF death inh	FXIIa inh	FXIa inh	PPC-1+TRAIL kill	CHOP inh	Tb hexokinase	zVAD death inh	PGE2 EP2 inh	Wee1 stabilizer
COc1ccc(S(=O)(=O)CCC(=O)Nc2cccc(OC)c2)cc1	0.6	4	0	23	-19	2	0.8	3	1
COc1ccc(CC(=O)NNC(=O)CSc2nnc(Cc3ccc(OC)cc3)n2-c2ccccc2)cc1	3.2	9	10	-21	8	0	0.8	4	2
CCCCCCC1CC(/C(C)=N\NC(N)=O)OC1=O (stereo not given)	-0.3	15	7	29	8	-2	nt	3	2
COCCNC(=O)c1onc(CSc2ccc(C)c(C)c2)c1C(=O)O	-0.2	5	-1	10	49	3	0.3	5	-1
O=C(CCCCn1c(=O)[nH]c2ccccc2c1=O)N1CCN(c2cccc(C(F)(F)F)c2)CC1	-9.4	5	-2	3	88*	-3	0.3	10	0
CCN(CC)C(=O)Oc1ccc(Cl)c2ccccc12	-0.4	11	7	4	42	7	1.9	13	-1
Cc1cc(OCC(=O)c2cccc(C(F)(F)F)c2)n2cnnc2n1	-0.6	7	0	-4	-5	-8	0.7	2	-2
COc1cccc(CNCC(O)(c2ccc(Cl)cc2)c2ccc(Cl)cc2)c1	7.5	17	1	-15	36	4	1.4	15	-2
O=C(O)c1ccc(NCc2ccncc2)cc1	1.1	6	-1	22	-22	-5	0.3	13	5
Cc1nonc1C(=O)N/N=C/c1cccc(O)c1	1.0	4	7	9	-15	-15	-0.4	4	-1
C=CCNC(=O)COc1ccc(S(=O)(=O)NC2CCCCC2)cc1	-0.8	10	-2	13	20	0	0.0	19	-1
CC(=O)Nc1cc(C(=O)N2CCc3ccccc3C2)ccc1Sc1ccc(F)cc1	0.6	0	-4	9	2	-6	0.5	19	3
COc1ccc(N(CC(=O)Nc2cc(C)cc(C)c2)S(=O)(=O)c2ccccc2[N+](=O)[O-])c(OC)c1	1.6	6	1	2	27	-4	3.1	9	1
COc1ccc(CCNC(=S)N2CCC(Cc3ccccc3)CC2)cc1OC	-3.2	8	0	-6	-2	-4	-0.2	6	-2
COc1ccc(-c2nnc(SCC(=O)NCc3cccs3)n2CC(C)C)cc1	1.6	14	1	14	25	2	-0.6	10	1
CCOP(=O)(OCC)C(Nc1cccc(C)c1)c1ccc(F)cc1 (stereo not given)	0.6	7	6	22	-14	37	0.4	11	11*
CCn1c(C)nc2cc(C(=O)n3cc(C(=O)c4ccccc4O)cn3)ccc21	-5.2	37	14	-5	38	-5	-0.1	3	-1
O=C(CN1C(=O)NC2(CCCCCC2)C1=O)N1CCN(S(=O)(=O)c2ccc(Cl)cc2)CC1	-2.9	-5	-4	9	21	-1	-0.1	4	3
O=[N+]([O-])c1ccc(N=Cc2c(O)ccc3ccccc23)cc1	-14	3	2	8	28	-35	0.5	9	-2
COc1ccc(NC(=O)Cn2cnc3c(oc4nc5c(cc43)COC(C)(C)C5)c2=O)cc1	-1.7	8	2	18	4	-9	0.8	9	8
CNC(=O)COC(=O)CNC(=O)c1cc(Cl)cc([N+](=O)[O-])c1	-0.1	11	-2	-10	1	-9	2.4	6	3
OCC1(CCCc2ccccc2)CCN(Cc2cnc(N3CCOCC3)s2)CC1	-1.0	10	-1	8	12	-4	0.5	4	2
CC(CS(=O)(=O)c1cccc2cccnc12)N1CCCCC1 (stereo not given)	1.0	11	13	-4	17	-5	-0.7	11	2
Cc1cc(NC(=O)CCC2CCCC2)no1	6.4	-10	2	15	5	-3	0.2	18	-2
O=C(/C=C/c1ccccc1)c1ccc(NC2=NCCCS2)cc1	-11	7	-1	27	-103	-17	0.0	27	-3
O=C1c2ccccc2C(=O)c2c1ccc1c(=O)n(-c3ccccc3)[nH]c21	0.5	13	4	15	8	-17	2.6	16	-1

Of the compounds above, eight contain a Cl atom:
SMILES	TNF death inh	FXIIa inh	FXIa inh	PPC-1+TRAIL kill	CHOP inh	Tb hexokinase	zVAD death inh	PGE2 EP2 inh	Wee1 stabilizer
O=C1CC(C2CCCO2)C(=O)N1c1ccc(Cl)c(Cl)c1 (stereo not given)	3.4	10	-1	11	-1	3	-0.1	9	6
O=C(c1cnc(Cl)c(Cl)c1)N1CCC(Cc2ccccc2)CC1	1.0	13	15	2	37	10	0.5	9	-2
CN(CCNC(=O)C1CC(=O)N(c2ccc(F)c(Cl)c2)C1)Cc1ccccc1 (stereo not given)	-2.1	1	1	24	8	-2	-0.1	6	-4
CC(=O)c1cccc(NC(=S)NC(=O)c2cccc(Cl)c2)c1	1.7	8	2	-7	16	20	0.1	10	6
CCN(CC)C(=O)Oc1ccc(Cl)c2ccccc12	-0.4	11	7	4	42	7	1.9	13	-1
COc1cccc(CNCC(O)(c2ccc(Cl)cc2)c2ccc(Cl)cc2)c1	7.5	17	1	-15	36	4	1.4	15	-2
O=C(CN1C(=O)NC2(CCCCCC2)C1=O)N1CCN(S(=O)(=O)c2ccc(Cl)cc2)CC1	-2.9	-5	-4	9	21	-1	-0.1	4	3
CNC(=O)COC(=O)CNC(=O)c1cc(Cl)cc([N+](=O)[O-])c1	-0.1	11	-2	-10	1	-9	2.4	6	3

High-throughput results from PubChem.
